TRPV1 agonist: HTS Assay for Compounds that Act as Agonists of the Vanilloid Receptor 1 | activation, % at 8.33 µM | Transient receptor potential cation channel subfamily V member 1 (Homo sapiens), Q8NER1 | TRPV1-expressing cells, Fluo-8 calcium influx, agonist mode | actives 0.19% (n = 320,000); in the data active = activation above about 80%; inconclusive = between about 30% and that limit; note: 0% is about no effect
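Fluo-8 calcium influx in TRPV1-expressing cells, kinetic read (ex 480/em 520 nm). Compound added and read 3 min for agonist activity, followed by capsaicin at EC20 final and 2 min further read for enhancement.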
KCNH2 WT inh: qHTS for Inhibitors of KCHN2 3.1: Wildtype qHTS | actives 0.37% (n = 340,000) | U2OS, BacMam KCNH2, thallium flux FluxOr; stronger effect = lower value | activity change, % at 1.84 µM | Voltage-gated inwardly rectifying potassium channel KCNH2 (Homo sapiens), Q12809;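 active = maximum activity change below -70%; inconclusive = maximum activity change between -70% and -50%; inactive = maximum activity change above -50%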; note: % is set by controls: 0 for no effect and ±100 for the full control effect
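U2OS cells transduced with wild-type KCNH2 virus are loaded with FluxOr dye for 45 min, and thallium flux is measured in kinetic reads before and after stimulation buffer. Rate constants are normalized to DMSO controls.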
MBNL1 CUG block: qHTS Assay for Inhibitors of MBNL1-poly(CUG) RNA binding; Muscleblind-like protein 1 (Homo sapiens), Q9NR56; actives 0.036% (n = 280,000); Potency, µM (top dose mostly 57.5 µM), without a hit: top-dose activity change, negative = inhibition, usual class: inhibitors; TR-FRET MBNL1-His/biotin-(CUG)12 binding, 665/545 ratio; active = well fitted inhibition curve with a large enough effect in the signal ratio, with a control signal flat, not every such curve was filed as active; inconclusive = small, poorly fitted or top-dose-only effect, or effect the other way, or a change in a side signal; inactive = no such curve, though single readings can be large or run the other way; the % refers to the signal ratio; note: potency is the fitted concentration of half-maximal effect; % is set by controls: 0 for no effect and ±100 for the full control effect
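MBNL1-His + Biotin-(CUG)12, cpd titration 92 nM–58 uM; Tb anti-His Ab 0.055 ng/ul, SA-XL665 5 nM (final); 60 min RT; ratiometric 665/545 nm, Ex 340 nm; normalized to buffer and full-complex controls.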
Coupling enz: qHTS Assay for Inhibitors of Fructose-1,6-bisphosphate Aldolase from Giardia Lamblia: Coupling assay counterscreen; coupling enzyme system counterscreen, AmpLite Red fluorescence; activity change, negative = inhibition, % at 58.2 µM, hits read low; actives 0.67% (n = 290,000); in the data active = activity change below about -30%; note: % is set by controls: 0 for no effect and ±100 for the full control effect
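Activity here indicates interference with the coupling reaction, not aldolase inhibition. Compounds at 57.5 uM final met coupling enzymes for 10 min at RT; substrate and AmpLite Red detection followed, with a 525/598 nm fluorescence read after 20 min.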
Integrin act MD: qHTS for Activators of Integrin-Mediated Alleviation for Muscular Dystrophy. alpha7betagal myoblasts, beta-gal FDG fluorescence, 48 h. Potency, µM (top dose mostly 38.3 µM), inactives show top-dose activation, usual class: activators. actives 0.064% (n = 350,000). AID 624291, 2012;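 note: potency is the fitted concentration of half-maximal effect; 100% = response of the positive control SU9516; nearly all actives have a fitted effect of over 60% in size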
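Alpha7betagal+/- myoblasts (passage 13) were plated 16-24 hr, then exposed to compounds (1:260 dilution of DMSO stock) for 48 hours at 37C. After MPER lysis, β-galactosidase reporter activity was read as FDG fluorescence (ex 480/em 540) after 30 minutes.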
ASM inhibitor: Inhibitors of Secretory Acid Sphingomyelinase (S-ASM): qHTS; Sphingomyelin phosphodiesterase (Homo sapiens), P17405; placental ASM, HMU-PC fluorogenic substrate, 60 min; Potency, µM (series often up to 57.5 µM), for the others: at the top dose activity change, negative = inhibition, most hits filed as inhibitors; actives 0.006% (n = 340,000); AID 504937, 2011; note: potency is the fitted concentration of half-maximal effect
Target sequence (P17405 47-631 limits assumed): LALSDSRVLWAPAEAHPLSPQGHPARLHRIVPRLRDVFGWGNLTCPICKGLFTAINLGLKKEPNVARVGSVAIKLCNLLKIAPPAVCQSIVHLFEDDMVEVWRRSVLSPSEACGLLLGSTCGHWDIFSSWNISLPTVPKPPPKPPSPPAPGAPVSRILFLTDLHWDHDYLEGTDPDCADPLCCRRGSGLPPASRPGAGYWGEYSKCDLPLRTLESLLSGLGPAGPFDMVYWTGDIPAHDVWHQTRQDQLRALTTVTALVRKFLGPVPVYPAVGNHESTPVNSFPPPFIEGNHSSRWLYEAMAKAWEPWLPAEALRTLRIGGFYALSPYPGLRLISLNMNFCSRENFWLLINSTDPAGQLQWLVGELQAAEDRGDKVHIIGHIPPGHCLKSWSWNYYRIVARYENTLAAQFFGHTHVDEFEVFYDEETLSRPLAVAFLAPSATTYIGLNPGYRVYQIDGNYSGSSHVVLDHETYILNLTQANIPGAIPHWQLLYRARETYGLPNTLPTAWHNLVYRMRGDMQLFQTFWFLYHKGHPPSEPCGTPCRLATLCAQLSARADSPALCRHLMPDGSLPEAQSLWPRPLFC
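HMU-PC0 cleavage (9 uM final) by human placental ASM, 60 min at 37 °C following 10 min compound exposure at RT; stopped at pH 10, fluorescence Ex 386/Em 447 nm.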
GALK inhibitor: qHTS Assay for Inhibitors of Human Galactokinase (GALK). P51570. Purified GALK, Kinase-Glo residual ATP luminescence. Potency, µM (series often up to 57.5 µM), inactives show at the top dose activity change, negative = inhibition, most hits filed as inhibitors. actives 0.007% (n = 270,000). AID 1868, 2009; note: potency is the fitted concentration of half-maximal effect; % is set by controls: 0 for no effect and ±100 for the full control effect
Target sequence (P51570 whole entry, looked up): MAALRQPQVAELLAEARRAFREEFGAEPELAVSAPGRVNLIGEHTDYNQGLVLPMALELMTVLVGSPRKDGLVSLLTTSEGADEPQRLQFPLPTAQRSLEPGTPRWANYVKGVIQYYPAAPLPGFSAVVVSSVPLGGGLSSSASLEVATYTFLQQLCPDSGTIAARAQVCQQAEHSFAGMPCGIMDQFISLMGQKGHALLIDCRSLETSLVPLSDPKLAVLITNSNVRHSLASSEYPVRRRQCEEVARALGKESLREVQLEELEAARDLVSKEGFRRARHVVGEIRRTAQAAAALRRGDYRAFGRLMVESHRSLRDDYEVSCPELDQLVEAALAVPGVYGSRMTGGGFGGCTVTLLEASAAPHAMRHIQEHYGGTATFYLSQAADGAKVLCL
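Kinase-Glo Plus luminescence measured ATP left after a 1 h room-temperature reaction. The reaction used 5 nM GALK, 100 uM galactose and 35 uM ATP at pH 8.0 (20 mM HEPES, 5 mM MgCl2, 60 mM NaCl, 1 mM DTT, 0.01% BSA).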
KCNH2 3.1 block: qHTS for Inhibitors of KCHN2 3.1: Mutant qHTS; Potassium voltage-gated channel subfamily H member 2, brain isoform KCNH2 3.1 (human); U2OS KCNH2 3.1, thallium flux FluxOr; stronger effect = lower value; activity change, % (tested at about 1.8 µM); actives 0.95% (n = 340,000);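 active = maximum activity change below -70%; inconclusive = maximum activity change from -70% to -50%; inactive = maximum activity change above -50%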;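 note: thallium influx rate constant from kinetic fluorescence after stimulation buffer; % is set by controls: 0 for no effect and ±100 for the full control effect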
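Steps: virus added to U2OS suspension (4 h, RT, dark); medium with 10% FBS added, cells plated, 37 C overnight; FluxOr/Red40 loading buffer 45 min RT; stimulation buffer, 2 min kinetic read; rate constant normalized.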
MLL CXXC-DNA inh: qHTS Fluorescence Polarization Assay for Inhibitors of MLL CXXC domain - DNA interaction. actives 0.037% (n = 290,000). Potency, µM (doses to about 115 µM), without a hit: top-dose activity change, negative = inhibition, actives largely listed as inhibitors. AID 2662, 2010. Histone-lysine N-methyltransferase 2A (Homo sapiens), Q03164. MLL-CXXC / FITC-HOXA9 DNA fluorescence polarization; active = well fitted inhibition curve with a large enough effect in the polarisation, with a control signal flat, not every such curve was filed as active; inconclusive = small, poorly fitted or top-dose-only effect, or effect the other way, or a change in a side signal; inactive = no such curve, though single readings can be large or run the other way; the % refers to the polarisation; note: potency is the fitted concentration of half-maximal effect
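Purified MLL-CXXC (added from a 7 uM solution) was preincubated 5 min at ambient with pinned compounds in 50 mM Tris-HCl pH 7.5, 50 mM NaCl, 1 mM DTT, 0.05% BSA. Fluorescein-labeled HOX-A9 DNA (50 nM solution) followed, 30 min, then polarization read.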
A-T KAP1 phos: qHTS Assay for Identifying a Potential Treatment of Ataxia-Telangiectasia. […] A-T fibroblasts, KAP-1 phosphorylation AlphaLISA; neocarzinostatin DNA damage 30 min before lysis. Potency, µM (titrated, usually from 57.5 µM), without a hit: top-dose activation, hits mostly activators. actives 0.19% (n = 320,000). AID 485349, 2010; note: potency is the fitted concentration of half-maximal effect; % of control where 0% means no effect; nearly all actives have a fitted effect of over 45% in size
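hTERT-immortalized A-T patient fibroblasts ([…]), 500 cells/well in OPTI-MEM, 1% FBS, got compounds for 60 min, then NCS for 30 min at 37C. Lysates were then assayed for phospho-KAP-1 by AlphaLISA (anti-pKAP1 donor, anti-KAP1 acceptor beads), 6 hr at 25C.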
An asterisk follows results filed as active; ? = inconclusive; / = not tested or not shown; & = joins results of further samples; [ ] = another dose, or the depositor's remark. Unless noted, calls come from the whole dose curve; as a rule, active = well fitted curve in the direction sought with a large enough effect; inconclusive = small, poorly fitted or top-dose-only effect, or another doubt; inactive = no such curve, though single readings can be large; an effect the other way counts as inactive or inconclusive. Random draw from the library, and some 2% of all compounds hit somewhere here.

No.	Compound	TRPV1 agonist	KCNH2 WT inh	MBNL1 CUG block	Coupling enz	Integrin act MD	ASM inhibitor	GALK inhibitor	KCNH2 3.1 block	MLL CXXC-DNA inh	A-T KAP1 phos
1	COC(=O)c1ccc(C23CC4(C2)[C@H](CN(Cc2ccc(-c5ccccc5)cc2)[C@@H]4c2ccccc2)C3c2ccccc2)cc1 (some centres not stated)	2	3	12%	2&2	12%	-12%	0%	17	-3%	-16%
2	CCOc1ccc(S(=O)(=O)N2CCCC(C(=O)NCc3ccncc3)C2)cc1 (configuration not stated)	-3	13	-3%	/	35%	0%	-8%	0	0%	7%
3	O=C1C2C3C=CC(C3)C2C(=O)N1c1ccccc1 (configuration not stated)	-3	3	?	-1	-20%	0%	1%	9	16%	4%
4	Cc1ccc(C)c(OCC(=O)Nc2ccc3c(c2)OCO3)c1	?	1	-5%	0	4%	-1%	0%	-10	-3%	2%
5	CN(C(=O)c1cccc(S(=O)(=O)N2CCOCC2)c1)c1c(N)n(Cc2ccccc2)c(=O)[nH]c1=O	-1	5	/	/	25%	2%	/	0	/	6%
6	Cc1ccc(C(=O)NCC(=O)OCN2C(=O)c3ccccc3C2=O)cc1C	2	30	/	/	0%	2%	/	-8	/	-3%
7	CC(=O)Nc1ccc(S(=O)(=O)Oc2ccccc2N2CCCCC2)cc1	0	-14	8%	-7	-6%	-5%	5%	-8	-3%	3%
8	CC1CCN(C(C(=O)NC2CCCCC2)c2cc3c(cc2[N+](=O)[O-])OCO3)CC1 (configuration not stated)	?	-1	?	-4	2%	1%	/	13	2%	-15%
9	COc1ccc(N2CCN(S(=O)(=O)CCNC(=O)COc3ccccc3C)CC2)cc1	2	-1	/	/	-9%	-4%	/	-3	/	-4%
10	N#C/C(=C\c1ccccc1OCC(=O)O)c1nc2ccccc2[nH]1	4	2	20%	-3	20%	9%	-7%	-2	1%	5%
11	CCNC(=S)NNC(=O)c1csc(C)c1	-4	3	-8%	4	21%	4%	4%	1	-12%	5%
12	CCN(CC)S(=O)(=O)c1cc([N+](=O)[O-])ccc1N=Nc1c(O)[nH]c2ccccc12	-3	-8	5%	1	13%	-2%	-2%	10	53%[activator]	-2%
13	Cc1ccc(Oc2ccc(Oc3ccc(C)cc3)nn2)cc1	-3	-17	1%	-3	7%	8%	-2%	-2	-8%	1%
14	COC(=O)c1nn(-c2ccccc2)c2nnc(Cc3ccc(C)cc3)c(=O)n12	30	-8	-7%	4	35%	-2%	0%	-7	-12%	2%
15	Cc1cc(S(=O)(=O)NC(C)C)ccc1OCC(=O)N1CCOCC1	0	-2	-2%	5	13%	9%	0%	-4	8%	0%
16	COc1ccc(CCNC(=O)c2c(C)nn(CC(C)C)c2Cl)cc1OC	0	-12	?	/	-7%	-1%	-3%	-2	-8%	12%
17	COC(=O)c1ccc(CNC(=O)N2CCN(S(=O)(=O)c3ccc(C)cc3)CC2)cc1	-2	1	5%	4	6%	-1%	2%	-7	6%	0%
18	COc1ccc(CNC(=O)C2CCCN(S(=O)(=O)c3cccc4nsnc34)C2)cc1 (configuration not stated)	2	-9	?	0	10%	-1%	-1%	1	17%	-2%
19	COc1ccccc1C(=O)NCC(=O)N/N=C/c1cn[nH]c1-c1ccccc1	0	-3	1%	5	-39%[inhibitor]	-1%	3%	1	?	-2%
20	Cc1ccc(OCCC(=O)Nc2ccccc2C(=O)N2CCCCC2)cc1	6	5	/	/	6%	1%	/	2	/	4%
21	Cc1nc(NC(=O)c2ccccc2)sc1C	3	2	-2%	1	?	-1%	5%	-10	-2%	-10%
22	CCc1noc(C)c1C(=O)OCC(=O)Nc1ccccc1SC	2	-3	/	/	-7%	4%	/	-2	/	10%
23	O=C(NCCCn1ccnc1)c1ccc(F)cc1	0	-7	0%	-3	9%	5%	1%	1	-8%	-17%
24	CCOC(=O)C1=C(Nc2ccccc2)CC(C)(O)C(C(=O)OCC)C1c1ccc(Cl)cc1 (configuration not stated)	21	12&0	5%	0	-7%&-11%	-13%&-17%	0%	-19&-7	13%	-9%
25	CC1(C)CC(=O)C2=C(C1)Oc1ncn(Cc3ccco3)c(=N)c1C2c1ccccc1 (configuration not stated)	?	-4	3%	0	13%	0%	1%	-7	5%	12%
26	COc1cc2c(cc1OC)C(C(=O)NCc1ccco1)C1c3ccccc3CCN1C2=O (configuration not stated)	-5	-11	5%	-2	2%	3%	0%	-4	-1%	-1%
27	CCOc1ccc(S(=O)(=O)NCCC(=O)NCC(c2ccco2)N2CCCCC2)cc1 (configuration not stated)	1	1	/	/	-22%	4%	/	17	/	14%
28	COc1cc(OC)c(NS(=O)(=O)c2cc(Br)cnc2N)cc1Cl	3	0	6%	1	-11%	-2%	-8%	16	9%	6%
29	Cn1ncc2c(NNC(=O)c3ccc(Cl)c(Cl)c3)ncnc21	12	2	6%	1	-3%	4%	-1%	20	0%	5%
30	C#CCOCCOCCOCCNc1nc(N2CCN(C(=O)Cn3cc(CCCN=C(N)N)nn3)CC2)nc(N2CCN(C(=O)Cn3cc(CCCN=C(N)N)nn3)CC2)n1	0	/	?	-1	/	/	/	/	-1%	5%

New compounds follow.
No.	Compound	TRPV1 agonist	KCNH2 WT inh	MBNL1 CUG block	Coupling enz	Integrin act MD	ASM inhibitor	GALK inhibitor	KCNH2 3.1 block	MLL CXXC-DNA inh	A-T KAP1 phos
31	Cc1ccc(NC(=O)CS(=O)CC(=O)Nc2ccccc2-c2ccc(C)o2)cc1 (configuration not stated)	1	-4	?	0	-23%	-1%	-1%	5	3%	0%
32	CC(O)CCC(=O)NNC1=CC(=O)CC(C)(C)C1 (configuration not stated)	1	/	-5%	3	/	/	-2%	/	-12%	-5%[11.5 µM]
33	O=C(Nc1ccc(Cl)cc1F)c1cccc2ccccc12	8	-10	108%[activator]	-3	-39%	-3%	-6%	-26	6%	8%
34	O=C(NC1=NCCS1)c1ccc2c(c1)C(=O)N(Cc1ccco1)C2=O	1	-12	?	5	-8%	-2%	1%	3	11%	0%
35	O=C(COC(=O)c1cccc(Br)c1)NC(=O)NC1CCCC1	1	5	/	/	-14%	-5%	/	2	/	0%
36	CC(=O)c1ccc(NC(=O)C2CCCN2S(=O)(=O)c2cccs2)cc1 (configuration not stated)	2	-1	/	/	15%	-1%	/	24	/	-4%
37	COc1ccc(S(=O)(=O)N2CCCCC2)cc1NC(=O)Cc1ccc(Br)cc1	/	12	/	/	19%	2%	/	-22	/	/
38	C=C1[C@@H](CCO)N(S(=O)(=O)C(C)(C)C)C[C@@H]1C	/	-6	/	/	11%	0%	/	-3	/	/
39	NS(=O)(=O)c1cc(C(=O)O)c(NCc2ccco2)cc1Cl	/	31	/	3&3&0	/	9%	/	7	/	/
40	CCCn1c(CN2CCCCC2CC)nc2c1c(=O)n(C)c(=O)n2C (configuration not stated)	1	-7	-1%	2	-5%	6%	1%	5	6%	1%
41	CN(C)C(=O)c1ccc(Oc2ccc(C(=O)N(C)C)cc2)cc1	0	-12	7%	1	3%	-3%	1%	15	2%	2%
42	O=C(CSc1ncnc2c1cnn2-c1ccc(Cl)cc1)NCc1ccc2c(c1)OCO2	-11	9	/	0	14%	0%	0%	-9	5%	2%
43	CCOC(=O)[C@H]1[C@H]2COc3ccc(Br)cc3[C@@H]2N2C(=O)c3cc(Br)ccc3NC(=O)[C@@]12C	83*	-10	/	/	10%	-7%	/	?	/	8%
44	Cc1nc(-c2ccccn2)nc(SCC(=O)c2ccc(F)cc2)c1Cl	19	-2	-9%	2	14%	-5%	/	2	7%	-6%
